Screening data from PubChem BioAssay.
CHRM1 agonist: agonists of human M1 muscarinic receptor; P11229; CHO-K1 hM1, Fluo-8 calcium fluorescence, agonist mode; 0% DMSO, 100% acetylcholine EC100; activation, % at 3 µM; 360,000 compounds, 0.33% hits;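 active = activation above the run's mean compound activation plus 3 SD, cut at about 16% in these data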;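 also: peak over basal fluorescence ratio within a 140 s kinetic read after compound addition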
Target sequence (P11229 whole entry, looked up): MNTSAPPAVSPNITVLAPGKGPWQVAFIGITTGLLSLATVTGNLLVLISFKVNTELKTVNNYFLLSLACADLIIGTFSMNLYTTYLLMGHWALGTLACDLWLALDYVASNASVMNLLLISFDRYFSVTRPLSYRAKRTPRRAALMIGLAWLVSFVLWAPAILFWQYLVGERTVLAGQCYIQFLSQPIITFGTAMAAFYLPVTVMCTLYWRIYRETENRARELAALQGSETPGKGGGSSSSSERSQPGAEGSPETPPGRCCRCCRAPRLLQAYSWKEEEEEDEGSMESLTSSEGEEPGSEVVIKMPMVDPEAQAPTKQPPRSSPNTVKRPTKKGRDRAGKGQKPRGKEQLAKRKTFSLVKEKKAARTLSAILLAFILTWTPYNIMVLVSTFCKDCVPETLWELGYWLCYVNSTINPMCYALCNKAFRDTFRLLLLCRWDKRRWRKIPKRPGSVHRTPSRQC
TAAR1 antag: human TAAR1 antagonism. AID 624466. 360,000 compounds, 1.5% hits. CHO RD-HGA16 TAAR1, Fluo-8 calcium fluorescence, antagonist. inhibition, % at 3 µM;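 active = inhibition above a per-plate cutoff, the mean inhibition of test compounds on that plate plus 3 SD, cut at about 49% in these data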;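 also: 0% = DMSO plus EC80 beta-PEA response and 100% = DMSO alone without agonist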
Target sequence (Q96RJ0 whole entry, looked up): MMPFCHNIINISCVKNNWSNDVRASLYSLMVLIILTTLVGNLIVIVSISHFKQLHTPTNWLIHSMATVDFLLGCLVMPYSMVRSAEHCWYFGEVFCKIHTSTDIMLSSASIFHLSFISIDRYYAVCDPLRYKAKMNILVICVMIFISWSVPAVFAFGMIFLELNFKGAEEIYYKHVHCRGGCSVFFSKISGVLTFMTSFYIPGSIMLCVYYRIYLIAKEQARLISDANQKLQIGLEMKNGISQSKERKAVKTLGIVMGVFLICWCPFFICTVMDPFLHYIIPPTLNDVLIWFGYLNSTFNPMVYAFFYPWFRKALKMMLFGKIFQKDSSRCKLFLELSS
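Material: RD-HGA16 CHO cells with stable hTAAR1 and Gα16; Dosing: single nominal final test compound concentration of 3 µM; Schedule: seeding 17-24 h prior, 75-min 37 °C, 30-min RT dye loading; Detection: kinetic Fluo-8 calcium fluorescence measurement; Measure: % inhibition from peak post-agonist over basal fluorescence ratio; Benchmarks: vehicle and agonist controls.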
CHRM1 antagonist: human CHRM1 antagonism; P11229; CHO-K1 hM1, Fluo-8 calcium fluorescence, ACh EC80 antagonist; inhibition, % at 3 µM; 360,000 compounds, 1.3% hits; AID 588852;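 active = percent inhibition above its own plate's cutoff, namely the mean of that plate's compound wells plus 3 SD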;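 also: peak over basal fluorescence ratio during 140 s after agonist addition; 0% = ACh EC80 plus DMSO and 100% = DMSO alone without agonist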
TAAR1 ag: human TAAR1 agonism; Q96RJ0; CHO RD-HGA16 TAAR1, Fluo-8 calcium fluorescence; vehicle wells 0%, saturating PEA agonist 100%; activation, % at 3 µM; 360,000 compounds, 0.99% hits;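 active = activation above the mean activation of all test compounds in the run plus 3 SD, cut at about 38% in these data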
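System: CHO-derived RD-HGA16 cells with stable Gα16 and human TAAR1. Times: 17-24 h plating, Fluo-8 75 min 37 °C, 30 min RT. Measured by: calcium-sensitive Fluo-8 signal, excitation 470-495, emission 515-575 nm. Read-out basis: % activation relative to PEA EC100 response. Control set: DMSO and PEA EC100. Repeats: no replicates (n 1).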
M1 PAM parental: M1 PAM counterscreen hit in parental CHO-K1 cells. ATP EC20, Fluo-8 calcium fluorescence; 0% at ATP EC20, 100% at ATP max. activation, % at 3 µM. 360,000 compounds, 0.02% hits;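 active = activation above the run cutoff, the mean activation of all test compounds plus 3 SD, cut at about 40% in these data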;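 also: peak over basal fluorescence ratio in a 140 s read after ATP addition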
M1 PAM: positive allosteric modulators of human M1 muscarinic receptor; activation, % at 3 µM; P11229; CHO-K1 hM1, Fluo-8 calcium fluorescence, ACh EC20; 0% = ACh EC20, 100% = maximal ACh; 360,000 compounds, 0.088% hits; in the data active = activation above about 19%, passing the limit was not always enough
CHO-K1 Ca antag: M1 antagonist counterscreen hit in parental CHO-K1 cells. ATP-induced calcium, Fluo-8 fluorescence. inhibition, % at 3 µM. 360,000 compounds, 0.6% hits. AID 602250;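 active = inhibition above a per-plate cutoff, the plate's mean sample inhibition plus 3 SD, cut at about 24% in these data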;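 also: 0% = DMSO plus EC80 ATP and 100% = DMSO alone without ATP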
M1 ag parental: M1 agonist counterscreen hit in parental CHO-K1 cells; 360,000 compounds, 0.48% hits; Fluo-8 calcium fluorescence; scaled to maximal ATP response, vehicle zero; activation, % at 3 µM; in the data active = activation above about 15%;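 also: untransfected CHO-K1 host cells lacking M1 receptor as counterscreen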
CHO parental Ca: signal in parental CHO cells, OX1R antagonist counter-screen; inhibition, % at 5.6 µM; 330,000 compounds, 0.63% hits; parental CHO-K1, ATP-induced calcium, Fluo-8 fluorescence; AID 463079;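 active = inhibition above that plate's mean sample inhibition plus 3 SD, cut at about 26% in these data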;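 also: 0% = ATP-challenged DMSO wells and 100% = DMSO wells without ATP; some compounds past the cut are filed as inactive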
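Test system: parental CHO cells; detection: calcium-sensitive Fluo-8 fluorescence; evaluation: percent inhibition of calcium signal; also added: ATP as calcium-mobilizing challenge; repeats: one well per compound; control set: ATP-challenged DMSO wells low, unchallenged DMSO wells high; compound: single nominal dose of 5.6 µM per compound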
Numbers without * were called inactive.

`Cc1nc(NC(=O)c2cc(-n3cnnc3)ccc2Cl)ccc1Br` gave CHRM1 agonist -7, TAAR1 antag 11, CHRM1 antagonist -2, TAAR1 ag 0, M1 PAM parental 13, M1 PAM 0, CHO-K1 Ca antag -8, M1 ag parental 1.5 and CHO parental Ca -4.
O=C(NC1CCCC1)C(NS(=O)(=O)c1cccc2nsnc12)c1ccccc1 (stereo unspecified) was read as CHRM1 agonist -3, TAAR1 antag 13, CHRM1 antagonist 4, TAAR1 ag 1, M1 PAM parental 4, M1 PAM 2, CHO-K1 Ca antag -5, M1 ag parental -0.3 and CHO parental Ca -22.
For CCCNC(=O)Cn1sc2nc(C)cc(C)c2c1=O the results were CHRM1 agonist 3, TAAR1 antag -13, CHRM1 antagonist -4, TAAR1 ag 52*, M1 PAM parental 5, M1 PAM 2, CHO-K1 Ca antag -1, M1 ag parental 3.2 and CHO parental Ca 5.
`O=C(Cc1cccs1)N1CCN=C1SCc1ccccc1Cl` gave CHRM1 agonist -3, TAAR1 antag -19, CHRM1 antagonist 23, TAAR1 ag 2, M1 PAM parental 5, M1 PAM -4, CHO-K1 Ca antag 4, M1 ag parental 12 and CHO parental Ca -3.
For Cc1ccc(OCc2nnc(SCC(=O)CC(=O)Nc3ccccc3)o2)cc1 the results were CHRM1 agonist -2, TAAR1 antag -4, CHRM1 antagonist -6, TAAR1 ag 5, M1 PAM parental 5, M1 PAM 1, CHO-K1 Ca antag -10, M1 ag parental 0.7 and CHO parental Ca -16.
For Cc1ccc(S(=O)(=O)N2CCN(CC(=O)N/N=C\c3ccc(O)c(O)c3)CC2)cc1 the results were CHRM1 agonist -1, TAAR1 antag -26, CHRM1 antagonist -12, TAAR1 ag 5, M1 PAM parental -2, M1 PAM 9, CHO-K1 Ca antag -10, M1 ag parental 0.7 and CHO parental Ca -8.
`O=C(CCCN1C(=O)NC2(CCCC2)C1=O)Nc1cccc(S(=O)(=O)N2CCOCC2)c1` gave CHRM1 agonist -3, TAAR1 antag -28, CHRM1 antagonist -7, TAAR1 ag 2, M1 PAM parental 16, M1 PAM 12, CHO-K1 Ca antag -11 and M1 ag parental 0.8.
For COc1ccc2c(CN3CCN(C(C)=O)CC3)cc(=O)oc2c1 the results were CHRM1 agonist -1, TAAR1 antag -23, CHRM1 antagonist -4, TAAR1 ag 3, M1 PAM parental 21, M1 PAM 8, CHO-K1 Ca antag -1 and M1 ag parental 1.5.
CCC1(CC)NC(=O)N(CC(=O)OC(C)C(=O)Nc2ccccc2OC)C1=O (stereo unspecified) was read as CHRM1 agonist -1, TAAR1 antag -8, CHRM1 antagonist -6, TAAR1 ag 0, M1 PAM parental 10, M1 PAM 5, CHO-K1 Ca antag 1, M1 ag parental 0.9 and CHO parental Ca -1.
Cc1ccc(CSc2ncn(-c3ccccc3)n2)cc1 was read as CHRM1 agonist -5, TAAR1 antag 8, CHRM1 antagonist 7, TAAR1 ag 10, M1 PAM parental 10, M1 PAM -6, CHO-K1 Ca antag 5, M1 ag parental -0.2 and CHO parental Ca -8.
Screening O=C(/C=C/c1ccc(S(=O)(=O)N2CCOCC2)cc1)NCc1ccccc1F returned CHRM1 agonist 5, TAAR1 antag -7, CHRM1 antagonist -9, TAAR1 ag 2, M1 PAM parental -14, M1 PAM 19, CHO-K1 Ca antag -15, M1 ag parental 0.6 and CHO parental Ca -10.
Screening COc1ccc(N2CCN(C(c3ccccc3)c3nnnn3Cc3ccc(F)cc3)CC2)cc1 (stereo unspecified) returned CHRM1 agonist -4, TAAR1 antag 17, CHRM1 antagonist 4, TAAR1 ag 5, M1 PAM parental 18, M1 PAM -6, CHO-K1 Ca antag -11, M1 ag parental 0.8 and CHO parental Ca 10.

Pulled one by one from above:
For Cc1ccc(OCc2nnc(SCC(=O)CC(=O)Nc3ccccc3)o2)cc1 the results were CHRM1 agonist -2, TAAR1 antag -4, CHRM1 antagonist -6, TAAR1 ag 5, M1 PAM parental 5, M1 PAM 1, CHO-K1 Ca antag -10, M1 ag parental 0.7 and CHO parental Ca -16.
Screening O=C(/C=C/c1ccc(S(=O)(=O)N2CCOCC2)cc1)NCc1ccccc1F returned CHRM1 agonist 5, TAAR1 antag -7, CHRM1 antagonist -9, TAAR1 ag 2, M1 PAM parental -14, M1 PAM 19, CHO-K1 Ca antag -15, M1 ag parental 0.6 and CHO parental Ca -10.
O=C(NC1CCCC1)C(NS(=O)(=O)c1cccc2nsnc12)c1ccccc1 (stereo unspecified) was read as CHRM1 agonist -3, TAAR1 antag 13, CHRM1 antagonist 4, TAAR1 ag 1, M1 PAM parental 4, M1 PAM 2, CHO-K1 Ca antag -5, M1 ag parental -0.3 and CHO parental Ca -22.
Cc1ccc(CSc2ncn(-c3ccccc3)n2)cc1 was read as CHRM1 agonist -5, TAAR1 antag 8, CHRM1 antagonist 7, TAAR1 ag 10, M1 PAM parental 10, M1 PAM -6, CHO-K1 Ca antag 5, M1 ag parental -0.2 and CHO parental Ca -8.

The listing continues.
`O=C(CN1C(=O)NC2(CCCCC2)C1=O)Nc1ccccc1N1CCCC1` gave CHRM1 agonist 0, TAAR1 antag -15, CHRM1 antagonist -7, TAAR1 ag 1, M1 PAM parental -23, M1 PAM 10, CHO-K1 Ca antag 4, M1 ag parental -0.1 and CHO parental Ca -31.
`O=C(NC(Cc1ccccc1)C(=O)O)C1CCN(S(=O)(=O)c2ccccc2C(F)(F)F)CC1` (stereo unspecified) gave CHRM1 agonist -5, TAAR1 antag -1, CHRM1 antagonist 4, TAAR1 ag 5, M1 PAM parental 7, M1 PAM 0, CHO-K1 Ca antag -1, M1 ag parental 3.3 and CHO parental Ca -12.
Cc1cc(C(=O)Nc2ccc3c(c2)OCCO3)ccc1[N+](=O)[O-] was read as CHRM1 agonist -4, TAAR1 antag -16, CHRM1 antagonist -9, TAAR1 ag -1, M1 PAM parental -21, M1 PAM 6, CHO-K1 Ca antag 12, M1 ag parental -0.1 and CHO parental Ca -10.
`CCOC(=O)C1=C(C)N=c2s/c(=C/c3cccc([N+](=O)[O-])c3O)c(=O)n2C1c1ccccc1` (stereo unspecified) gave CHRM1 agonist -3, TAAR1 antag -10, CHRM1 antagonist -20, TAAR1 ag -2, M1 PAM parental 3, M1 PAM 16, CHO-K1 Ca antag -1, M1 ag parental 0.3 and CHO parental Ca -22.
CCC(Oc1cccc(Cl)c1)C(=O)N1CCCN(C)CC1 (stereo unspecified) was read as CHRM1 agonist -6, TAAR1 antag -2, CHRM1 antagonist 7, TAAR1 ag 1, M1 PAM parental 10, M1 PAM -5, CHO-K1 Ca antag -5, M1 ag parental 1.0 and CHO parental Ca -9.
For C=CC[C@H](CC(=O)N(CCO)Cc1ccccc1)C(=O)N[C@@H](C)COC(=O)[C@H](CC=C)CC(=O)OC(C)(C)C the results were CHRM1 agonist -2, TAAR1 antag 47, CHRM1 antagonist 16, TAAR1 ag 15, M1 PAM parental -14, M1 PAM -19, CHO-K1 Ca antag -13, M1 ag parental 7.5 and CHO parental Ca -27.
`CNc1ccc(Cl)nn1` gave CHRM1 agonist 0, TAAR1 antag 4, CHRM1 antagonist -9, TAAR1 ag 1, M1 PAM parental 26, M1 PAM 7, CHO-K1 Ca antag -17, M1 ag parental 0.1 and CHO parental Ca 8.
For O=C(CN1C(=O)C2CCCCC2C1=O)N1CCN(c2ncccn2)CC1 (stereo unspecified) the results were CHRM1 agonist -3, TAAR1 antag -22, CHRM1 antagonist -14, TAAR1 ag 7, M1 PAM parental 13, M1 PAM -1, CHO-K1 Ca antag -12, M1 ag parental 0.7 and CHO parental Ca -7.
For COc1cc(S(=O)(=O)NCCc2ccc3c(c2)OCO3)ccc1-n1cnnn1 the results were CHRM1 agonist -3, TAAR1 antag -25, CHRM1 antagonist 3, TAAR1 ag 16, M1 PAM parental 16, M1 PAM 3, CHO-K1 Ca antag 1, M1 ag parental 1.2 and CHO parental Ca -6.
Screening NC(=NCCc1c[nH]c2ccccc12)NC(=O)c1ccc(F)cc1 returned CHRM1 agonist 0, TAAR1 antag 15, CHRM1 antagonist 0, TAAR1 ag 6, M1 PAM parental 11, M1 PAM 3, CHO-K1 Ca antag -7, M1 ag parental 4.4 and CHO parental Ca -1.
For C#Cc1ccc([C@@H]2C=C(C(=O)N3CCN(Cc4ccccc4)CC3)O[C@H](OCC)[C@H]2CCCO)cc1 the results were CHRM1 agonist -6, TAAR1 antag 10, CHRM1 antagonist -3, TAAR1 ag 6, M1 PAM parental 11, M1 PAM 6, CHO-K1 Ca antag -14, M1 ag parental 0.0 and CHO parental Ca -23.
Screening O=C(O)CCC(=O)N(Cc1ccccc1)Cc1ccccc1 returned CHRM1 agonist -2, TAAR1 antag 2, CHRM1 antagonist -5, TAAR1 ag 0, M1 PAM parental 7, M1 PAM -4, CHO-K1 Ca antag -2, M1 ag parental -0.5 and CHO parental Ca -4.
`N#CC1=C(N)NC(SCc2ccccc2)=C(C#N)C12CCCCC2` gave CHRM1 agonist -1, TAAR1 antag 41, CHRM1 antagonist 9, TAAR1 ag 19, M1 PAM parental 7, M1 PAM -1, CHO-K1 Ca antag 9, M1 ag parental 3.1 and CHO parental Ca -3.
Screening Cn1c(SCc2ccc(F)cc2)nnc1-c1ccccn1 returned CHRM1 agonist -7, TAAR1 antag -2, CHRM1 antagonist -10, TAAR1 ag 2, M1 PAM parental 17, M1 PAM 6, CHO-K1 Ca antag -5, M1 ag parental 0.2 and CHO parental Ca -10.
`COc1ccc(S(=O)(=O)Nc2ccc3c(c2)C(=O)N([C@H](C)CO)C[C@H](C)[C@@H](CN(C)S(C)(=O)=O)O3)cc1` gave CHRM1 agonist -1, TAAR1 antag 1, CHRM1 antagonist -19, TAAR1 ag 5, M1 PAM parental 14, M1 PAM 18, CHO-K1 Ca antag -5, M1 ag parental 0.1 and CHO parental Ca 0.
`CS(=O)(=O)N(CC(=O)NN=C1CCCCCC1)c1ccc(Oc2ccccc2)cc1` gave CHRM1 agonist -7, TAAR1 antag -8, CHRM1 antagonist -4, TAAR1 ag 8, M1 PAM parental 22, M1 PAM 13, CHO-K1 Ca antag -5, M1 ag parental 1.1 and CHO parental Ca -17.
Screening O=C(O)C(Cc1ccccc1)N1C(=O)C2CCCCC2C1=O (stereo unspecified) returned CHRM1 agonist -4, TAAR1 antag 10, CHRM1 antagonist 5, TAAR1 ag 5, M1 PAM parental 8, M1 PAM 3, CHO-K1 Ca antag 1, M1 ag parental 0.4 and CHO parental Ca -3.
`COc1ccc([N+](=O)[O-])c(C=CC(=O)c2ccccn2)c1` gave CHRM1 agonist -3, TAAR1 antag 2, CHRM1 antagonist -7, TAAR1 ag 0, M1 PAM parental -5, M1 PAM 1, CHO-K1 Ca antag -2 and M1 ag parental 0.6.
